From PubChem BioAssay
NOD1 NF-kB reporter: inhibition of NOD1-driven NF-kB reporter – cell-based, luminescence, uHTS, primary screen (AID 1578). one-dose inhibition, % at 4 µM; EC50 in µM for titrated hits. actives 1% (n = 290,000). NOD1-driven NF-kB luciferase reporter cells, luminescence; higher % means a stronger effect; in the data active means inhibition mostly above about 36%, no sharp cut-off; inactive means mostly below about 34%;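 further: HEK-293T reporter cells stimulated with the NOD1 agonist gamma-tri-DAP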
KOR beta-arrestin-1: kappa opioid receptor blockers – cell-based, luminescence, uHTS (AID 1778). KOR beta-arrestin recruitment, luminescence, antagonist mode; higher % means a stronger effect. inhibition, % at 10 µM, or IC50 in µM where a hit was titrated. actives 0.091% (n = 290,000); in the data active means inhibition above about 50%; further: strong numbers were not always called active
KOR beta-arrestin-2: KOR agonists, beta-arrestin recruitment, primary screen, cell-based, luminescence, uHTS (AID 1777) | KOR beta-arrestin recruitment, luminescence; higher % means a stronger effect | one-dose activation, % at 10 µM; EC50 in µM for titrated hits | actives 0.02% (n = 280,000); in the data active means activation above about 50%, passing the limit was not always enough; further: a part of the inactive calls stands beside numbers as strong as those of hits
GPR55 LPI antagonism: GPR55 antagonists blocking LPI-driven arrestin recruitment, primary screen, imaging, U2OS, beta-arrestin-GFP, LPI agonist (AID 2013); U2OS GPR55 beta-arrestin-GFP translocation imaging, LPI antagonism; higher % means a stronger effect; inhibition, % at 10 µM, or IC50 in µM where a hit was titrated; actives 0.13% (n = 290,000);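 active means spots per cell inhibited over 60%, with over 100 cells counted and total cytoplasm intensity under 500,000; inconclusive means wells with under 100 cells, flagged as likely toxic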;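 further: U2OS cells stably carrying GPR55 and arrestin-GFP stimulated by 5 µM LPI near EC80; imaged beta-arrestin-GFP aggregate spots per cell after agonist stimulation; plate controls were LPI-stimulated DMSO wells for no effect and DMSO wells without LPI for full effect; some results filed as inactive read as strong as hits; confirmed hits need IC50 under 10 µM and bright autofluorescent wells are also inconclusive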
GPR35 antagonists: inhibition of zaprinast-stimulated GPR35 beta-arrestin translocation – imaging, U2OS, beta-arrestin-GFP, zaprinast agonist, primary screen (AID 2058); U2OS GPR35 beta-arrestin-GFP translocation imaging, zaprinast antagonism; higher % means a stronger effect; actives 0.052% (n = 290,000); inhibition, % at 10 µM; hits with a dose series show IC50 in µM;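 active means inhibition of at least 50% with at least 30 cells and total cytoplasm GFP at most 10,000,000; inconclusive means under 30 cells or total GFP of 10,000,000 plus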
UTI89 phage lysis: protection from phage-mediated lysis, alamar blue read-out – E. coli UTI89, K1F phage, bacterial capsule biogenesis inhibitors (AID 488966) | one-dose inhibition, % at 100 µM; IC50 in µM for titrated hits | actives 0.02% (n = 340,000) | E. coli UTI89 K1F phage lysis, alamar blue, 2 h; higher % means a stronger effect;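 active means phage lysis inhibition, versus mean bacterial control, above a set limit; inconclusive means no clear call, values can overlap the other calls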;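 further: capsule biogenesis inhibitors block K1F phage lysis so surviving cells raise fluorescence; higher fluorescence means more inhibition of phage lysis; actives were called in the ten point dose series up to 300 µM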
NTR1 ag: NTR1-driven beta-arrestin-GFP spot formation – imaging, U2OS cells, high content, primary screen (AID 493036); P30989; agonist mode; activation, % at 20 µM; actives 0.17% (n = 330,000);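 active means activation at or above 40% of the spot to cytoplasm intensity ratio, with at least 20 cells analyzed; inconclusive means wells under 20 cells, flagged as cytotoxic or low count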;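 further: 0% = DMSO without peptide and 100% = 100 nM NTR1 peptide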
Target sequence (P30989 whole entry, looked up): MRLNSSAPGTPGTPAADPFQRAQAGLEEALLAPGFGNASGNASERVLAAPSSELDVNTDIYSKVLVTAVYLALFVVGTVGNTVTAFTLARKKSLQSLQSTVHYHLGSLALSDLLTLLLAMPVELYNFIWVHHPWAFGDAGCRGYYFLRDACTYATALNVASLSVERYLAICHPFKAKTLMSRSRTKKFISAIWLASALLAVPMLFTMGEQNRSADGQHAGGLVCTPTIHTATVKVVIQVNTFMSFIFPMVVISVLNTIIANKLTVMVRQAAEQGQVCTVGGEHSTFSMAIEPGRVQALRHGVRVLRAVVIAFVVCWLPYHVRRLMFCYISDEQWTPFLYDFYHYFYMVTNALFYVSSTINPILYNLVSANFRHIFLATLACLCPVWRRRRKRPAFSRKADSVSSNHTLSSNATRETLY
GPR55 activation: GPR55 agonists via beta-arrestin recruitment, primary screen, imaging, U2OS cells, beta-arrestin-GFP redistribution (AID 1961); activation, % at 10 µM, or EC50 in µM where a hit was titrated; U2OS GPR55 beta-arrestin-GFP redistribution imaging; higher % means a stronger effect; actives 0.048% (n = 290,000);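 active means activation above 40% with more than 50 cells counted in the well; inconclusive means wells holding fewer than 50 cells, flagged as toxic or sparse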;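 further: U2OS osteosarcoma cells stably expressing GPR55 and beta-arrestin-GFP; plate controls were DMSO negative control for no effect and LPI positive control for full effect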
Rac1 GTP hydrolysis: MgcRacGAP GTPase-activating activity inhibitors, confirmation, biochemical, ADP Hunter fluorescence; MgcRacGAP-stimulated Rac1 GTP hydrolysis, ADP Hunter fluorescence; higher % means a stronger effect; GST-tagged Rac1 F28L mutant substrate; inhibition, % at 30 µM, or IC50 in µM where a hit was titrated; actives 0.6% (n = 340,000);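 active means first-screen hits whose inhibition reached a set limit at any dose in the follow-up dose series; inconclusive means inhibition above the set first-screen limit but never retested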;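 further: fluorescence reports GDP produced by GAP-driven GTP hydrolysis; strong numbers were not always called active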
NTR1 ag cell count 20 µM: recorded beside NTR1 ag, whose call it bears; cell count; measured here: cell count, cytotoxicity flag
The depositor's hits bear a star; ? = inconclusive; . = not tested or not shown; [ ] = dose if it differs, or a comment. A portion of the library, so the mix of outcomes need not match the whole.

SMILES	NOD1 NF-kB reporter	KOR beta-arrestin-1	KOR beta-arrestin-2	GPR55 LPI antagonism	GPR35 antagonists	UTI89 phage lysis	NTR1 ag	NTR1 ag cell count 20 µM	GPR55 activation	Rac1 GTP hydrolysis
CC(=O)c1cccc(S(=O)(=O)NC2CC2)c1	12.0%	-7.5%	-2.8%	-19.5%	3.0%	0.1%	3.3	78	-0.6%	6.2%
COC(=O)C1=C(C)C(c2ccc(OC)cc2)NC(=O)N1 (stereo not drawn)	-7.0%	-4.3%	-1.3%	19.1%	9.7%	0.1%	1.3	83	-0.3%	11.0%
N#C/C(=C/c1ccc(-c2ccccc2)o1)c1nc(-c2cccs2)cs1	46.8%	7.8%	2.4%	-4.0%	20.9%	3.3%	.	.	0.1%	0.1%
CC1CCCN(C2=C(NS(=O)(=O)c3ccc(Cl)cc3)C(=O)c3ccccc3C2=O)C1 (stereo not drawn)	-9.6%	19.6%	-1.9%	10.3%	8.3%	0.1%	1.1	64	-0.3%	0.1%
CSCCC(NS(=O)(=O)c1ccccc1F)C(=O)N1CCCCCCC1 (stereo not drawn)	-25.0%	4.3%	-4.2%	7.1%	-3.5%	-0.1%	0.9	68	-0.1%	6.3%
CN(C)CCN(Cc1ccccc1)c1ccnc(N(C)C)c1C#N	-0.9%	4.7%	0.3%	11.9%	-2.3%	-0.3%	-1.4	67	0.0%	?
Cc1ccc(S(=O)(=O)Oc2ccccc2/C=C2\SC(=O)NC2=O)cc1	-4.7%	-43.3%[20 µM]	.	7.9%	17.9%	0.2%	0.3	68	-0.1%	10.5%
C(=N\NCc1ccccc1)/c1ccc2ncccc2c1	-7.3%	26.0%	-3.7%	-13.0%	-11.9%	.	1.6	52	0.7%	.
Cc1cc(C)cc(N(C(C)C(=O)Nc2c(C)n(C)n(-c3ccccc3)c2=O)S(C)(=O)=O)c1 (stereo not drawn)	-50.2%	-0.2%	-1.4%	2.1%	-19.3%	0.8%	-0.7	64	-0.4%	5.5%
Cc1noc(C)c1CCC(=O)N1CCCC(CCC(=O)NCc2ccccc2F)C1 (stereo not drawn)	-39.1%	-31.8%[20 µM]	.	11.4%	1.9%	.	-0.7	89	-0.1%	.
CC(C)(C)NC(=O)NC(=O)CN1C(=O)NC(c2ccccc2)(c2ccccc2)C1=O	-12.8%	3.9%	-3.3%	4.5%	-1.9%	0.3%	0.6	37	-0.2%	3.9%
CCCCNC(=O)CSc1nnc(Cc2ccc(Cl)c(Cl)c2)c(=O)[nH]1	13.2%	7.5%	-1.3%	4.1%	8.0%	0.0%	-0.5	34	-0.1%	10.8%
O=C(CN1CCCCC1)NNC(=O)c1cccc(Br)c1	5.1%	-35.5%	-4.5%	-8.0%	3.3%	0.0%	-1.3	69	-0.1%	4.6%
COc1cc(C(=O)NCCC(=O)NCCc2ccc(Cl)cc2)cc(OC)c1OC	-13.6%	3.7%	-1.4%	13.4%	-2.8%	1.6%[50 µM]	3.5	80	0.1%	8.6%
COc1ccc2cc(CCl)c(Cl)nc2c1	70.1%*	-30.7%	-3.5%	16.4%	18.2%	-0.9%	0.5	57	0.3%	5.2%
CCOC(=O)C1=C(C)Nc2nc(=S)[nH]n2C1c1ccc(Cl)cc1 (stereo not drawn)	.	0.8%	-3.0%	5.5%	-7.4%	-0.1%	-0.7	75	0.1%	?
CN(C)c1nc2ccccc2n(C)c1=O	16.4%	-22.0%	3.6%	-5.5%	6.7%	-0.5%	1.2	25	-0.4%	-0.5%
COc1ccc(Cl)cc1C(=O)CSc1nnnn1C1CCCCC1	-11.4%	18.9%	-2.1%	3.1%	-11.1%	0.5%	2.3	86	-0.2%	10.2%
Cc1nc2cccc(C(=O)NC3CCCCC3)c2o1	-24.4%	47.0%	-3.4%	8.3%	-10.4%	-6.8%	-2.8	85	-0.3%	8.8%
COc1ccc(CNc2ccccn2)c(O)c1	-15.7%	-41.4%[20 µM]	0.3%	-10.5%	0.9%	-0.2%	-0.4	58	-0.1%	-2.9%

3 compounds from above with just GPR55 activation:
SMILES	GPR55 activation
CSCCC(NS(=O)(=O)c1ccccc1F)C(=O)N1CCCCCCC1 (stereo not drawn)	-0.1%
CC(C)(C)NC(=O)NC(=O)CN1C(=O)NC(c2ccccc2)(c2ccccc2)C1=O	-0.2%
Cc1cc(C)cc(N(C(C)C(=O)Nc2c(C)n(C)n(-c3ccccc3)c2=O)S(C)(=O)=O)c1 (stereo not drawn)	-0.4%

By substructure, the entries above containing a cyano group.
SMILES	NOD1 NF-kB reporter	KOR beta-arrestin-1	KOR beta-arrestin-2	GPR55 LPI antagonism	GPR35 antagonists	UTI89 phage lysis	NTR1 ag	NTR1 ag cell count 20 µM	GPR55 activation	Rac1 GTP hydrolysis
N#C/C(=C/c1ccc(-c2ccccc2)o1)c1nc(-c2cccs2)cs1	46.8%	7.8%	2.4%	-4.0%	20.9%	3.3%	.	.	0.1%	0.1%
CN(C)CCN(Cc1ccccc1)c1ccnc(N(C)C)c1C#N	-0.9%	4.7%	0.3%	11.9%	-2.3%	-0.3%	-1.4	67	0.0%	?

2 compounds picked at random from those above:
SMILES	NOD1 NF-kB reporter	KOR beta-arrestin-1	KOR beta-arrestin-2	GPR55 LPI antagonism	GPR35 antagonists	UTI89 phage lysis	NTR1 ag	NTR1 ag cell count 20 µM	GPR55 activation	Rac1 GTP hydrolysis
Cc1ccc(S(=O)(=O)Oc2ccccc2/C=C2\SC(=O)NC2=O)cc1	-4.7%	-43.3%[20 µM]	.	7.9%	17.9%	0.2%	0.3	68	-0.1%	10.5%
Cc1nc2cccc(C(=O)NC3CCCCC3)c2o1	-24.4%	47.0%	-3.4%	8.3%	-10.4%	-6.8%	-2.8	85	-0.3%	8.8%

NOD1 NF-kB reporter: hit marks shown above
molecule,NOD1 NF-kB reporter,KOR beta-arrestin-1,KOR beta-arrestin-2,GPR35 antagonists,Rac1 GTP hydrolysis
COc1ccc2cc(CCl)c(Cl)nc2c1,70.1%*,-30.7%,-3.5%,18.2%,5.2%
